Cav3 T inh: human Cav3.2 channel inhibition, primary screen; O95180; Cav3.2-expressing cells, Fluo-4 calcium fluorescence FDSS; stronger effect = lower value; B-score at 10 µM; 100,000 compounds, 4% hits; AID 449739;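 active = single-dose well whose peak fluorescence ratio is a statistical outlier from its plate by either plate-standardised score or position-corrected B-score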
The depositor's hits bear a star.

SMILES	Cav3 T inh
CCOc1cc(-n2ncc(C#N)c2N)nc(SC)n1	-0.00634
CCc1c(C(=O)OC)nnc2cc(C)nn12	-0.512
O=C(NCC1CCCCN1)c1cc(OCC(F)(F)F)ccc1OCC(F)(F)F (stereo unspecified)	0.424
CCOc1ccccc1N(CC(=O)NC(C)(C)C)C(=O)Cn1nnc(-c2ccc(C)o2)n1	-0.636
COc1cc(NC(=O)NS(=O)(=O)c2ccc(C)cc2)cc(OC)c1	0.515
O=C(Nc1nnc(CC(=O)N2CCOCC2)s1)c1cccs1	1.42
CC(C)C(=O)c1cn(CC(=O)NCc2ccc3c(c2)OCO3)c2ccccc12	-0.15
CC(Cc1ccc(O)c(O)c1)C(C)Cc1ccc(O)c(O)c1 (stereo unspecified)	-0.609
Cc1ccc(N(CC(=O)Nc2cccc(C)c2)S(=O)(=O)c2cccc3nonc23)cc1	-0.468
CN(C)CCNC(=O)Cn1nc(C(F)F)cc1C1CC1	0.177
O=C(NC1CCCCC1)C12CC3CC(C1)CC(n1cncn1)(C3)C2	0.329
Cc1cccc(NC(=O)/C=C/c2cccs2)n1	1.31
COc1c(O)cc2oc(-c3ccc(O)c(O)c3)cc(=O)c2c1O	1.78
COCCNC(=O)NC(=O)COC(=O)Cc1ccc2c(c1)OCCO2	0.628
N#CCCN1CCN(Cn2c3ccccc3c3ccccc32)CC1	0.0725
NC(=O)CSc1nnc(Cc2ccc3c(c2)OCO3)n1C1CCCCC1	-0.415
CCOC(=O)C1=C(C)N(CCCC(=O)O)C(=O)NC1c1ccccc1OS(=O)(=O)c1ccc([N+](=O)[O-])cc1 (stereo unspecified)	1.14
Cc1[nH]c(=O)c(C#N)c(C)c1Br	0.0291
CCCN1CCC(=O)N([C@H](CSc2ccc(C)cc2)c2ccccc2)CC1	-1.26
C=CCn1c(SCC(=O)Nc2nnc(CC)s2)nnc1-c1cccnc1	-0.101
COc1cc(C)c(S(=O)(=O)NCc2ccc3c(c2)OCO3)cc1C	-1.25
CCn1cc(C(=O)OCC(=O)Nc2ccc(S(=O)(=O)N3CCCC3)cc2)c(=O)c2ccc(C)nc21	0.265
Cc1[nH]c2ccccc2c1C(=O)COC(=O)C1CC(=O)N(Cc2ccccc2)C1 (stereo unspecified)	-1.07
COc1cccc(NC(=O)c2nnn(Cc3ccc(Br)cc3F)c2N)c1	-0.26
CC(C)CNc1oc(-c2ccco2)nc1C#N	-0.192
CCCN(CCC)CCNC(=O)c1cc2c(C)nc3ccccc3c2o1	1.32
COc1ccccc1C1C(C(C)=O)=C(C)N=c2s/c(=C\c3cc(OC)c(OC)c(OC)c3)c(=O)n21 (stereo unspecified)	-0.171
Cn1c(CSc2nnc(SCc3ccccc3)s2)nc2ccccc21	-4.35*
CCN1/C(=C/C(=O)c2ccco2)Sc2ccccc21	-0.374
CCCCNC(=O)CSc1nc2cc3c(cc2c(=O)n1CCCN(CC)CC)OCO3	0.556
Cc1nc2c(c(N3CCOCC3)n1)OCC(=O)N2	-0.133
COC(=O)CN1C(=O)C2(C(C#N)=C(N)Oc3cc(C)oc(=O)c32)c2ccccc21 (stereo unspecified)	0.0291
COc1ccc(CNS(=O)(=O)c2cc(OCC(N)=O)c(C)cc2Cl)cc1	-0.0433
COc1ccc(CC(=O)c2c(O)cc(O)cc2O)cc1OC	-0.0928
O=C(CCc1nc(-c2ccccc2)c(-c2ccccc2)o1)OCc1ccc(Cl)cc1	-4.31*
CC(C)Sc1nc(N2CCOCC2)c2c(c1C#N)CC(C)(C)N(C)C2	1.67
O=C(CNS(=O)(=O)c1ccc(C(=O)N2CCOCC2)cc1)N1CCOCC1	-0.357
CC1CCN(C(=O)COC(=O)c2ccc(Br)o2)CC1	0.471
CCNc1nc(NCC)nc(N/N=C/c2ccc([N+](=O)[O-])o2)n1	-1.78
CCOC(=O)c1ccc(COC(=O)c2ccc3c(c2)-c2ccccc2C3=O)cc1	-2.37
COc1cccc(-c2nc(Cc3ccc(OC)c(OC)c3)no2)c1	-1.19
CC(CN1CCNCC1)(NS(=O)(=O)c1ccccc1)c1ccccc1 (stereo unspecified)	-0.773
Cc1ccc(/C=N/Nc2ncc(Cl)cc2Cl)s1	-3.69
CCN(CC)CC(=O)NN=C(c1ccccc1)c1ccccc1	-1.54
O=C1OC(c2ccccc2)/C(=C(/O)c2ccc(Cl)cc2)C1=O (stereo unspecified)	-0.977
COc1ccc(Oc2nc(C)cc(C)c2C#N)cc1	-0.891
CCC(C)NC(=O)Cc1cn(C)c2ccccc12 (stereo unspecified)	1.15
CCC(=O)N1CCN(c2ccc(Cl)cc2NC(=O)c2ccc(N3CCCC3)c([N+](=O)[O-])c2)CC1	0.964
O=C(NCCc1ccccc1)C1CCCN1C(=O)NCc1ccccc1 (stereo unspecified)	0.737
O=C(NCc1ccccc1)c1ccc(F)c(S(=O)(=O)N2CCOCC2)c1	1.27
COc1ccccc1CN(CC(=O)NCc1ccco1)C(=O)CNS(=O)(=O)c1ccccc1	0.25
CC1=NN(c2ccccc2)C(=O)C1N=Nc1ccc(N)cc1 (stereo unspecified)	-0.195
CC12CCC(C(=O)Nc3ncc([N+](=O)[O-])s3)(OC1=O)C2(C)C (stereo unspecified)	-0.418
COc1ccc(Nc2oc(COc3ccc(C)cc3)nc2C#N)cc1	0.291
CCOC(=O)c1c(C)c(C(=O)NCCCOC(C)C)c(C)n1C	0.76
COc1ccc2c(Cl)c(C(=O)NCCCn3ccnc3)sc2c1Cl	1.56
Cc1nc(SCC(=O)Nc2ccccc2)c2oc3ccccc3c2n1	-0.565
CN(C(=O)c1cc2n(n1)C(C(F)(F)F)CC(c1ccco1)N2)c1ccc(OC(F)(F)F)cc1 (stereo unspecified)	-0.0476
O=C(OC(C(=O)NCC1CCCO1)c1ccc(F)cc1)c1ccco1 (stereo unspecified)	1.08
CNC(=O)c1ccc(N(Cc2ccccc2)S(C)(=O)=O)cc1	-0.216
Additional results
SMILES	Cav3 T inh
COc1ccc(OC)c(N(CC(=O)NC2CC2)S(=O)(=O)c2ccc(C)cc2)c1	0.73
COC(=O)CCN(C(=O)C12CC3CC(CC(C3)C1)C2)c1ccccn1	0.601
Cn1c(=O)c2c(nc(NCc3cccnc3)n2Cc2ccc(Cl)cc2)n(C)c1=O	-7.19*
O=C(Nc1ccccc1)O/N=C/c1ccccc1Cl	-1.46
COc1ccc(CNc2nc(-c3cccnc3)nn2C(=O)c2ccco2)cc1	-1.27
Cc1ccc(/C=C(/C#N)c2nc(CCN3C(=O)c4ccccc4C3=O)cs2)cc1	-0.0856
CC(=O)N1CCCc2cc(S(=O)(=O)NCc3ccc(C)cc3)ccc21	0.446
COC(=O)c1ccccc1NC(=O)CSc1nnc(C(CO)NC(=O)c2ccccc2)n1C (stereo unspecified)	-0.0549
O=C(N/N=C/C1CCCCC1)c1ccccn1	1.66
COc1ccc(C(=O)O)cc1NS(=O)(=O)c1cccc2nsnc12	0.0373
Cc1nc2ccccc2c2oc(C(=O)N3CCc4ccccc43)cc12	0.195
COc1ccc(NC(=O)N2CCN(c3nc(-c4cccc(OC)c4)cs3)CC2)cc1	-1.74
CC(NC(=O)Nc1ccc(Cl)cc1)C(c1cccs1)N1CCOCC1 (stereo unspecified)	-1.66
C/C=C/Cn1c(SCCCc2ccccc2)nc2c1c(=O)[nH]c(=O)n2C	-2.03
COc1ccccc1N1CCN(C(=O)C(C)N(c2ccc(C)cc2)S(C)(=O)=O)CC1 (stereo unspecified)	1.14
O=C(O)c1ccc(-n2c(-c3cc(-c4ccco4)[nH]n3)n[nH]c2=S)cc1	-0.318
CC(C)c1ccccc1NC(=S)NN(Cc1ccccc1)c1ccccc1	-6.94*
COc1ccccc1-n1c(C)nc(=O)c(-c2ccccc2)c1C	1.4
c1ccc(-n2ncc3c(NCc4ccco4)ncnc32)cc1	-0.737
Cc1ccc(-c2cc(C)nc3ncnn23)cc1	0.87

In the list so far, these have an aryl thioether with sulfur outside any ring.
SMILES	Cav3 T inh
CCOc1cc(-n2ncc(C#N)c2N)nc(SC)n1	-0.00634
NC(=O)CSc1nnc(Cc2ccc3c(c2)OCO3)n1C1CCCCC1	-0.415
CCCN1CCC(=O)N([C@H](CSc2ccc(C)cc2)c2ccccc2)CC1	-1.26
C=CCn1c(SCC(=O)Nc2nnc(CC)s2)nnc1-c1cccnc1	-0.101
Cn1c(CSc2nnc(SCc3ccccc3)s2)nc2ccccc21	-4.35*
CCCCNC(=O)CSc1nc2cc3c(cc2c(=O)n1CCCN(CC)CC)OCO3	0.556
CC(C)Sc1nc(N2CCOCC2)c2c(c1C#N)CC(C)(C)N(C)C2	1.67
Cc1nc(SCC(=O)Nc2ccccc2)c2oc3ccccc3c2n1	-0.565
COC(=O)c1ccccc1NC(=O)CSc1nnc(C(CO)NC(=O)c2ccccc2)n1C (stereo unspecified)	-0.0549
C/C=C/Cn1c(SCCCc2ccccc2)nc2c1c(=O)[nH]c(=O)n2C	-2.03

Back to the main list, starting 2 compounds before the break.
SMILES	Cav3 T inh
c1ccc(-n2ncc3c(NCc4ccco4)ncnc32)cc1	-0.737
Cc1ccc(-c2cc(C)nc3ncnn23)cc1	0.87
CC1(C)N(O)CC(c2cccs2)=[N+]1[O-]	-0.369
CN(Cc1ccccc1)c1oc(-c2ccco2)nc1C#N	-4.19*
CC(=O)Nc1cccc(-c2nnc(-c3ccccc3)o2)c1	-0.537
CCCC(=O)Nc1cccc(-c2cn3ccsc3n2)c1	0.621
O=C1CC(c2ccccc2)c2cc(O)ccc2O1 (stereo unspecified)	-0.0151
CCCCOc1ccc(NC(=O)CSc2nnnn2C)cc1	0.806
O=C1CC(=C(c2ccccc2)c2ccccc2)C(=O)N1CCCN1CCN(c2cccc(Cl)c2)CC1	-1.12
O=C(NCc1ccccc1)c1ccc(Cl)cc1[N+](=O)[O-]	1.37
CC1=C(C(=O)Nc2ccc(C)cc2C)C(c2ccc([N+](=O)[O-])cc2)n2ncnc2N1 (stereo unspecified)	-0.0749
OC(CSc1c(Cl)cccc1Cl)CN1CCN(c2ccc(F)cc2)CC1 (stereo unspecified)	-2.3
CC(C)(C)c1ccc(CS(=O)(=O)CC2(O)CCN(C(=O)c3cccc(C(F)(F)F)c3)CC2)cc1	-0.0108
O=C(COC(=O)CCC1CCCCC1)Nc1ccc(OC(F)F)cc1	-0.0633
COc1ccc(N2C(=O)CCC(C(=O)c3ccccc3)=C2C)cc1	0.122
COc1ccc(CCn2c(=N)c(C(=O)NCc3ccco3)cc3c(=O)n4cccc(C)c4nc32)cc1	0.361
O=C(O)C1=C[C@@H](c2csc3ccccc23)C[C@@H](OCc2ccc(CO)cc2)O1	0.713
CCc1cc2cc(C(=O)Nc3ccccc3F)sc2s1	-0.462
COc1ccc(CCNc2oc(-c3ccccc3OC)nc2C#N)cc1OC	-0.0113
Cc1cc(C(=O)NCc2cc(C)n(C)n2)sc1-c1ccccc1	0.0517
COc1ccc(OC(C)C(=O)N2CC(C)OC(C)C2)cc1 (stereo unspecified)	1.36
COc1ccc(-c2cc(C(=O)Nc3cc(C)nn3-c3ccccc3)no2)cc1	0.022

Random excerpt: 2 records from the list, in no set order.
SMILES	Cav3 T inh
CCc1cc2cc(C(=O)Nc3ccccc3F)sc2s1	-0.462
O=C(O)C1=C[C@@H](c2csc3ccccc23)C[C@@H](OCc2ccc(CO)cc2)O1	0.713

(list continues)
SMILES	Cav3 T inh
CCOc1cc(C(=O)Nc2nnc(C)s2)cc(OCC)c1OCC	-0.0763
COc1ccc(-n2nnnc2-c2cnc(N3CCCC3)nc2C(F)(F)F)cc1	-3
O=C(CCNc1cccc(C(F)(F)F)c1)c1ccco1	-1.13
CCC(C)C(=O)Nc1nc2c(s1)C(=O)CC(C)(C)C2 (stereo unspecified)	1.04
CC(C)N(CCCNC(=O)CC1Oc2ccccc2NC1=O)Cc1ccccc1 (stereo unspecified)	0.195
Cc1cccc(N2CC(C(=O)OCC(=O)c3ccc(OC(=O)c4cccs4)cc3)CC2=O)c1C (stereo unspecified)	-0.107
COc1ccccc1NC(=O)C(=O)N/N=C(\C)CC(=O)Nc1ccc(OCc2ccccc2)cc1	-1.72
CC(=O)Nc1ccc(OCC(O)Cn2cnc3ccccc32)cc1 (stereo unspecified)	-0.216
Cc1cc(NC(=O)CSc2nc3ccccc3n2CC(=O)N2CCCCC2)no1	-2.41
COc1ccccc1NC(=O)CSc1nnc(-c2ccc(NC(C)=O)cc2)n1C	0.064
CCOc1cc(C2CC(=O)NC3=C2C(=O)C(C(=O)OC)C(C)C3)cc(Cl)c1O (stereo unspecified)	-0.886
COc1ccccc1-c1nc(C#N)c(N2CCN(Cc3ccccc3)CC2)o1	-0.472
CCOc1ccc(NC(=O)CN(C)CC(=O)NC2CCCc3ccccc32)cc1OCC (stereo unspecified)	0.246
COc1ccc(C(=O)Nc2ccccc2NC(=O)c2ccco2)cc1OC	-1.3
CC(C)(C)C(=O)[C@H]1[C@H](c2ccccc2)[C@@]2(N=C(c3ccccc3)OC2=O)C2c3ccccc3C=NN21 (stereo partly specified)	-2.38
CNC[C@H](O)c1cccc(O)c1	-0.063
COc1ccc(C2=NOC(C(=O)NCc3cccs3)C2)cc1 (stereo unspecified)	-0.0359
COc1ccc(NC(=O)CCS(=O)(=O)c2cccc3nonc23)c(OC)c1	0.108
CCC(CC)C(=O)Nc1cccc(-c2nc3ccccc3o2)c1	-0.255
CC(=O)N1CCC(N(C(=O)Nc2c(F)cccc2F)C(C)C)CC1	0.247
Cc1cc(Cl)ccc1OC(C)c1nnc(N)s1 (stereo unspecified)	-0.238
COc1ccc(S(=O)(=O)N(CC(=O)NC2CC2)C2CCCCC2)cc1Cl	-0.599
COc1ccc(C(=O)/C(C)=N/O)cc1OC	-1.88
COc1ccc(-c2noc3c2-c2nc(-c4ccc(C)cc4)sc2CC3)cc1	0.952
CCOC(=O)c1sc(NC(=O)CNC(=O)Cn2cnc3sc(C)c(C)c3c2=O)nc1C	-0.946
CNC(=S)N1CCN(c2ccccc2OC)CC1	-0.00543
Cc1cccc(C(=O)NNS(=O)(=O)c2ccccc2[N+](=O)[O-])c1	0.69
CC(=O)c1ccc(N2C(=O)[C@@H]3C(CCC(N)=O)NC4(C(=O)Nc5c4ccc(Cl)c5C)[C@@H]3C2=O)cc1 (stereo partly specified)	-0.0798

Screening data as filed in PubChem BioAssay.

These rows are one share of the data; rates above refer to the full screens.
